PI4K2A block – PI4K2A (human) kinase inhibition; Q9BTU6; purified PI4K2A, ADP-Glo luminescence, 1 h; hits give low values; activity change, negative = inhibition, % at 76.9 µM; 420,000 tested, 0.13% active; in the data active = activity change below about -50%; inconclusive = mostly about -30% to -49%;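 also: -100% = wells without enzyme as full effect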
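PI4K2A activity was measured by ADP-Glo luminescence: enzyme (4 ug/mL stock) and phosphatidylinositol (1.2 mM stock) in Tris pH 7.5/MgCl2/EGTA/Triton X-100 buffer were reacted with ATP (300 microM stock) for one hour at ambient temperature.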
GLS inhibitor – inhibitors of human glutaminase (GLS) | O94925 | GLS enzymatic activity, qHTS titration | Potency, µM (highest dose often 45.5 µM), for inactives: at the top dose activity change, negative = inhibition, hits mostly inhibitors | 410,000 tested, 0.21% active | AID 624170; also: potency is read from the fitted curve at half-maximal effect; % is scaled to controls: 0 for no effect and ±100 for the full control effect
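Compounds were pin-transferred onto hKGA, after which L-glutamine (1 mM solution) and a detection mix of glutamate oxidase, HRP and Amplex Red were added. Initial and 30 min RT fluorescence reads were collected.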
ERG Ets-DNA blk – ERG Ets/DNA interaction inhibition. P11308. fluorescence polarization, His-ERG Ets domain / labelled DNA. Potency, µM (titrated, usually from 76.9 µM), inactives show top-dose FP activity, negative = inhibition, most hits filed as inhibitors. 370,000 tested, 0.028% active; active = well fitted inhibition curve with a large enough effect in the polarisation, with a control signal flat; inconclusive = small, poorly fitted or top-dose-only effect, or effect the other way, or a change in a side signal; inactive = no such curve, though single readings can be large or run the other way; the % refers to the polarisation;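 also: polarization taken with two DNA probes labelled with fluorescein and Texas red; potency is read from the fitted curve at half-maximal effect; % of control where 0% means no effect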
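His-tagged ERG Ets domain (1 uM in the protein solution; 300mM KCl, 50mM Tris-HCl, 1mM EDTA, 1mM DTT, pH 7.5) received compound, then a probe mix of 5 nM fluorescein-DNA and 100nM Texas-615-DNA. Fluorescence polarization was read for both dyes.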
JMJD2A Tudor – JMJD2A Tudor domain (human) inhibition | Potency, µM (titrated, usually from 114 µM), without a hit: top-dose activity change, negative = inhibition, usual class: inhibitors | AlphaScreen JMJD2A-Tudor / H3K4me3 peptide binding | 390,000 tested, 4.4% active | AID 504339 | O75164; also: potency is read from the fitted curve at half-maximal effect; % is scaled to controls: 0 for no effect and ±100 for the full control effect; nearly all actives have a fitted effect of over 50% in size
Pin1 inh – human Pin1 inhibition. Potency, µM (highest dose often 115 µM), for inactives: at the top dose activity, negative = inhibition, most hits filed as inhibitors. Q13526. Pin1 FP peptide displacement, HiFluor488, 10 min. 390,000 tested, 0.009% active; active = well fitted inhibition curve with a large enough effect in the polarisation, with a control signal flat, not every such curve was filed as active; inconclusive = small, poorly fitted or top-dose-only effect, or effect the other way, or a change in a side signal; inactive = no such curve, though single readings can be large or run the other way; the % refers to the polarisation; also: potency is read from the fitted curve at half-maximal effect; % is scaled to controls: 0 for no effect and ±100 for the full control effect
Target sequence (Q13526 whole entry, looked up): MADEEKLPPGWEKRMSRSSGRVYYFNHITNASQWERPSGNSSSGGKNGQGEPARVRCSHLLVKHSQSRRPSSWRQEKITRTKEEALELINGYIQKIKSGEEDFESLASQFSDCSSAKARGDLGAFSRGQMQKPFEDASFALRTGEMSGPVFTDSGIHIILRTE
Tb PGK inh – blocks T. brucei phosphoglycerate kinase; AID 602233; Potency, µM (top dose mostly 57.5 µM), inactives show at the highest dose activity change, negative = inhibition, hits mostly inhibitors; PGK/GAPDH coupled, Kinase-Glo luminescence, 60 min; 380,000 tested, 0.043% active; P07378; also: potency is read from the fitted curve at half-maximal effect; % is scaled to controls: 0 for no effect and ±100 for the full control effect; nearly all actives have a fitted effect of over 60% in size
Target sequence (P07378 whole entry, looked up): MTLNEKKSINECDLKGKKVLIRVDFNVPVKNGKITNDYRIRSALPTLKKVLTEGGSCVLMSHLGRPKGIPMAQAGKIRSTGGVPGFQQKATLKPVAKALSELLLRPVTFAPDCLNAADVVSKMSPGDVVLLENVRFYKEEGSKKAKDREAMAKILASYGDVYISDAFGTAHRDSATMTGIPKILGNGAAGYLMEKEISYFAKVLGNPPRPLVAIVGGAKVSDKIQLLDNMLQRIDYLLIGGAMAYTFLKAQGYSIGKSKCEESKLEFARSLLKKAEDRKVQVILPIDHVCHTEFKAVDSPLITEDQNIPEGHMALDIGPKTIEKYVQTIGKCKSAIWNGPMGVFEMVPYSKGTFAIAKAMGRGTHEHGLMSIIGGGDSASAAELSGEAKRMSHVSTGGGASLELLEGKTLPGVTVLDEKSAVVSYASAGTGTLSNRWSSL
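Recombinant glycosomal PGK reaction used 1,3-bisphosphoglycerate generated in-well by GAPDH (100nM final) in 100mM TEA pH 7.6, 5mM MgCl2, 0.01% Tween-20. After 60 minutes at room temperature, ATP was read by Kinase-Glo Plus luminescence end-point.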
G9a inh – G9a (human) methyltransferase inhibition. Q96KQ7. 350,000 tested, 8.8% active. G9a H3K9 monomethylation, AlphaScreen, 2 h. Potency, µM (top dose mostly 102 µM), for the others: at the highest dose activity, negative = inhibition, most hits filed as inhibitors; also: potency is read from the fitted curve at half-maximal effect; % is scaled to controls: 0 for no effect and ±100 for the full control effect; nearly all actives have a fitted effect of over 75% in size
Target sequence (Q96KQ7 913-1193 limits assumed): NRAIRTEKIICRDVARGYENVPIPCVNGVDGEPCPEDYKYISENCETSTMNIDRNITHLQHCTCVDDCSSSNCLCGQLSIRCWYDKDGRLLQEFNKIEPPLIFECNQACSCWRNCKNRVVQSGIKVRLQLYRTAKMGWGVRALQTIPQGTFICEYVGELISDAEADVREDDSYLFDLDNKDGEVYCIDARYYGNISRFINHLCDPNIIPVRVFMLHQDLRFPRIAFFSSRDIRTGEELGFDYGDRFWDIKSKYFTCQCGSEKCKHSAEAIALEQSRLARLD
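Chemiluminescent proximity detection of H3K9 monomethylation, read after 10 min bead incubation in the dark. Reaction: 20 nM G9a, 500 nM biotin-H3K9 peptide, 20 uM SAM cofactor, 2 h, room temperature, following 15 min enzyme-compound preincubation.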
HP1b chromo inh – inhibitors of HP1-beta chromodomain binding to methylated histone tails; P83916; AlphaScreen HP1-beta / biotin-H3K9me3 peptide binding; Potency, µM (titrated, usually from 114 µM), for the others: at the top dose activity change, negative = inhibition, usual class: inhibitors; 390,000 tested, 0.56% active; also: potency is read from the fitted curve at half-maximal effect; nearly all actives have a fitted effect of over 70% in size; inactives centre near 23
Target sequence (P83916 whole entry, looked up): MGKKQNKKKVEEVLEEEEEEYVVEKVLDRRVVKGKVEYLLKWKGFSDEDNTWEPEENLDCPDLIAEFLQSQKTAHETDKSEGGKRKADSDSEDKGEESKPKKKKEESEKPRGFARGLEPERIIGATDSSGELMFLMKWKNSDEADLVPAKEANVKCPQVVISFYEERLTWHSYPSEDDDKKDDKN
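Compound inhibition of the preformed complex between 50 nM HP1-beta and 50 nM biotinylated H3K9me3 peptide was read by AlphaScreen. Buffer was PBS pH 7.4 with 0.01% Tween-20. Incubations ran 30 min at room temperature, with 10 ug/mL donor/acceptor beads.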
BAZ2B block – inhibitors of human BAZ2B bromodomain | AlphaScreen BAZ2B-H3K14Ac peptide displacement | AID 504333 | Potency, µM (top dose mostly 114 µM), inactives show at the top dose activity change, negative = inhibition, actives largely listed as inhibitors | Q9UIF8 | 360,000 tested, 4.4% active; also: potency is read from the fitted curve at half-maximal effect; % is scaled to controls: 0 for no effect and ±100 for the full control effect; nearly all actives have a fitted effect of over 60% in size
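AlphaScreen displacement: compounds (up to 110uM) incubated 30 min at room temperature with a preformed 50 nM BAZ2B/50 nM biotinylated H3K14Ac peptide complex in PBS pH 7.4 with Tween-20. Donor and acceptor beads at 10 ug/mL final added, 20 min light-protected before reading.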
Starred values were filed as active, the others as inactive; i = inactive; ? = inconclusive; nt = not tested or not shown; & = joins results of further samples; [ ] = dose if it differs, or a comment. Unless noted, calls follow the shape of the dose curve; as a rule, active = well fitted curve in the direction sought with a large enough effect; inconclusive = small, poorly fitted or top-dose-only effect, or another doubt; inactive = no such curve, though single readings can be large; an effect the other way counts as inactive or inconclusive. An unsorted share of the library; any-hit rate near 11%.

SMILES	PI4K2A block	GLS inhibitor	ERG Ets-DNA blk	JMJD2A Tudor	Pin1 inh	Tb PGK inh	G9a inh	HP1b chromo inh	BAZ2B block
S=c1[nH]nc(COc2ccccc2)n1/N=C/C(Cl)=C/c1ccccc1	18.3	5.3%	9.5%	?	8.6%	-7.5%	9.5%[0.501 µM]	?	?
O=C(N/N=C/c1ccc([N+](=O)[O-])o1)c1ccc(O)cc1	0.0&-1.9	4.7%	-5.5%	-17.3%	-4.6%	-11.9%	-18.4%[59 µM]	8.6%	-34.5%
CN(CC(=O)Nc1ccccc1C(=O)NC1CC1)Cc1cccs1	-5.5	11.5%	-3.9%	-14.3%	-2.6%	-1.2%	6.9%[59 µM]	31.2%	-0.6%
N/C(=N\OC(=O)COc1ccccc1)c1ccc(Cl)cc1	-0.3	-2.4%	nt	37.9%[activator]	-1.0%	i	14.8%[59 µM]	90.1%	-0.8%
CCCN(CCC)CCNC(=O)Cn1cnc2sc(C)c(S(=O)(=O)N3CCOCC3)c2c1=O	-1.6	15.8%	-4.1%	-1.4%	0.0%	-1.9%	nt	28.9%	nt
COc1cc(CCN2C(=O)c3cccc4cccc(c34)C2=O)c(S(=O)(=O)N2CCCCCC2)cc1OC	0.7	17.2%	-11.2%	-21.9%	2.3%	15.9%	13.7%[59 µM]	12.8%	-28.6%
C=CCc1ccc(OCCCCCN2CCOCC2)c(OC)c1	6.0	-7.1%	-8.6%	3.55µM*	-1.5%	i	12.6µM*	?	50.1µM*
Cc1ccc(S(=O)(=O)NCC(=O)OCC(=O)N2CCc3ccccc32)cc1	-6.6	7.0%	0.1%	-12.8%	17.7%	-1.7%	-4.3%[59 µM]	19.2%	nt
CC(=O)c1cccc(NC(=S)NC(=O)c2cncc(Br)c2)c1	2.3	17.1%	5.2%	-15.0%	6.0%	0.6%	7.1%	38.2%	-38.9%
O=C(NCc1ccc(F)cc1)c1cc(S(=O)(=O)N2CCCCC2)c[nH]1	0.6	6.1%	3.8%	-4.8%	6.7%	-2.8%	15.9%	36.1%	5.9%
Cc1ccc2cc(/C=N/NC(=O)c3ccccc3O)c(Cl)nc2c1	1.1	-8.5%	7.3%	-27.9%	21.6%	-7.9%	-39.9%	36.8%[activator]	-5.2%
Cc1cc(C)c(Cn2c(C)c(CNCc3ccccc3C)c(C(=O)O)c2C)c(C)c1	3.2	4.9%	-2.6%	?	-1.2%	i	-19.4%[59 µM]	12.3%	-39.0%
CCc1c(C)sc2c1CCN(Cc1ccccc1)C2c1ccccc1 (stereo not drawn)	-0.6	-8.3%	7.8%	-11.3%	?	-4.4%	4.9%[12.7 µM]	11.2%	-25.7%
Cc1ccc(Cl)cc1NC(=O)Cn1c(=O)n(Cc2ccc(C(=O)NCc3ccc4c(c3)OCO4)cc2)c(=O)c2ccccc21	2.3	-9.2%	-1.1%	-24.6%	42.7%[activator]	i	-39.2%[59 µM]	5.3%	?
CCCCCC(=O)Nc1ccc(C(=O)CN2C(=O)NC3(CCCCCC3)C2=O)cc1	-2.2	-2.5%	-5.5%	-18.0%	-7.1%	-7.8%	-35.5%	4.7%	-5.1%
CCN(C(=O)CSc1nccc(=O)[nH]1)C1CCCCC1	2.8	8.6%	5.0%	-8.1%	-5.3%	-5.7%	nt	23.9%	nt
COC(=O)C(CCSC)NC(=O)C1CCN(c2ncnc3c2nc2n3CCCCC2)CC1 (stereo not drawn)	-0.6	8.3%	0.6%	3.6%	-3.8%	-2.6%	14.3%[59 µM]	16.1%	4.1%
O=C1CN(C(=O)/C=C/c2ccc(Br)cc2)CCN1	-0.5	1.3%	18.9%	-5.1%	1.9%	6.3%	-7.4%	9.0%	-17.1%
CC1(c2ccc(Cl)cc2)NC(=O)N(CC(=O)NC(=O)NCc2ccco2)C1=O (stereo not drawn)	-2.0	-2.3%	nt	-26.4%	-9.1%	nt	?	6.2%	-8.8%
CCCC(=O)N1CCN(c2nnc(-c3ccc(C)cc3)c3ccccc23)CC1	-3.4	-11.3%	9.6%	-14.4%	0.1%	0.1%	-4.7%	26.2%	-35.3%
CCCC(=O)Nc1sc2c(c1C(=O)OC)C(C(=O)OC)CC2 (stereo not drawn)	-6.6	1.4%	-4.3%	-11.5%	6.1%	-2.9%	-3.0%[59 µM]	11.1%	9.0%
c1coc(CNc2nc(-c3ccncc3)cs2)c1	2.5	20.5%	-3.5%	?	-4.6%	-8.2%	-24.2%[59 µM]	-30.4%	-10.9%
CC(C)[C@H]1COCCS(=O)(=O)N1Cc1ccccc1-c1ccc(F)cc1	-1.4	5.4%	0.2%	-10.8%	-6.7%	-6.9%	nt	55.5%[activator]	nt
COc1ccc(C(=O)NCC(=O)OCC(=O)N2N=C(c3ccc(Cl)cc3)CC2c2ccco2)cc1OC (stereo not drawn)	-0.5	2.0%	5.9%	-35.4%	15.7%	6.0%	20µM*	16.5%	-26.8%
Nc1ccccc1OCP(=O)(c1ccccc1)c1ccccc1	-3.9	9.2%	48.3%[activator]	-4.8%	3.5%	-3.9%	12.3%	40.2%[activator]	-4.0%
CCOc1ccc2c(c1)C(NC(C)=O)C(=O)N2CCN1CCOCC1 (stereo not drawn)	-10.0	13.4%	0.5%	14.1µM*	-17.9%	nt	15.8µM*	22.1%	10µM*
CCCN1C2CCCC1CC(NC(=O)c1ccc(OC)cc1)C2 (stereo not drawn)	2.4	16.6%	-14.0%	-6.2%	-1.9%	-7.6%	-9.3%	11.5%	-28.7%
CC(C)=NNc1nc(-c2ccc([N+](=O)[O-])cc2)cs1	2.0	-28.5%	16.7%	-30.7%	-2.6%	-5.4%	?	8.0%	-28.2%
O=C(C1CCC(CNS(=O)(=O)c2cccc3nsnc23)CC1)N1CC=C(c2ccccc2)CC1 (stereo not drawn)	4.0	-5.4%	0.1%	-27.7%	14.8%	2.6%	89.1µM*	16.2%	17.2%
CCn1nc(-c2ccccc2)c(-c2ccccc2)c(C(=O)Nc2ccc(NC(C)=O)cc2)c1=O	3.2	4.3%	0.8%	-14.5%	-0.3%	-5.5%	-21.7%[59 µM]	33.0%	-19.1%
C#Cc1ccc([C@H]2C=C(C(=O)N3CCN(Cc4ccc5c(c4)OCO5)CC3)O[C@@H](OCC)[C@@H]2CCCO)cc1	1.7	-0.6%	4.1%	?	0.4%	9.1%	8.9%[12.7 µM]	13.6%	-36.9%
COc1cc(OC)c2c(-c3ccccc3)cc(=O)oc2c1C(CCN1CCCCC1)c1ccc(N(C)C)cc1 (stereo not drawn)	1.6	13.4%	24.1%	11.2µM*	2.6%&-8.6%	-2.0%	?	?	15.8µM*
CCOc1ccc(Br)cc1S(=O)(=O)Nc1cccnc1	-6.1	-15.1%	6.2%	-2.8%	0.3%	i	?	30.9%	-28.2%
Fc1ccc(C2c3[nH]c4ccccc4c3CCN2Cc2cccn2-c2ncccn2)cc1 (stereo not drawn)	-4.0	-12.6%	17.9%	-22.3%	7.2%	i	nt	35.6%	-0.2%
COc1ccc(OC)c2c(C)cc(N3CCCN(C)CC3)nc12	1.1	5.7%	10.9%	-24.6%	-3.9%	-4.4%	-10.8%[12.7 µM]	-9.3%	2.7%
COc1cc(C(=O)NCCc2sc(-c3ccc(C)cc3)nc2C)cc(OC)c1OC	2.4	0.6%	0.4%	-4.8%	-3.9%	7.8%	18.6%[59 µM]	5.2%[57 µM]	1.9%
CCOc1ccc(NS(=O)(=O)c2cc(NC(=O)CCNC(=O)c3ccco3)ccc2OC)cc1	4.6	14.9%	-1.3%	-24.1%	-9.6%	i	nt	0.1%	nt
Cc1ccc(Nc2ncc(C(=O)N3CCN(c4ccc(F)cc4)CC3)c3ccccc23)cc1Cl	-2.9	2.1%	-0.4%	5.1%	?	-7.1%	?	18.5%	-1.7%
CCN1CCN(CCCNC(=O)c2ccc3c(c2)N(Cc2ccc(C)cc2)CCS3)CC1	2.0	19.9%	-0.4%	?	-1.0%	-3.8%	?	-11.6%	?
Cc1ccc(S(=O)(=O)N(C)c2c(C)ccc(S(=O)(=O)Nc3ccncc3)c2C)cc1	1.7	6.3%	-1.7%	-9.6%	0.7%	4.5%	24.1%[59 µM]	28.3%	0.7%
Cc1cc(Br)cc(Cl)c1OC(=O)c1cnccn1	-4.7	2.2%	-6.8%	-4.2%	?	-18.2%	12.5%	55.4%[activator]	3.0%
Cc1ccc(OCCCn2cc(C#N)c3ccccc32)cc1	3.9	0.5%	-12.1%	93.3%[activator]	9.8%	i	85.3%[activator][59 µM]	199.8%	98.3%[activator]
CCOc1ccc(-c2n[nH]c(C)c2-c2ccccc2OC)c(O)c1	2.9	-5.4%	2.8%	-5.6%	2.2%	-3.7%	-4.1%	23.3%	-37.4%

Laid out differently: entries from further up.
compound,PI4K2A block,GLS inhibitor,ERG Ets-DNA blk,JMJD2A Tudor,Pin1 inh,Tb PGK inh,G9a inh,HP1b chromo inh,BAZ2B block
COc1ccc(OC)c2c(C)cc(N3CCCN(C)CC3)nc12,1.1,5.7%,10.9%,-24.6%,-3.9%,-4.4%,-10.8%[12.7 µM],-9.3%,2.7%
COc1cc(OC)c2c(-c3ccccc3)cc(=O)oc2c1C(CCN1CCCCC1)c1ccc(N(C)C)cc1 (stereo not drawn),1.6,13.4%,24.1%,11.2µM*,2.6%&-8.6%,-2.0%,?,?,15.8µM*

Screening data from PubChem.
